# Compound activity from PubChem BioAssay.
# Abeta yeast res = qHTS for compounds that reverse cellular toxicity of Amyloid beta (A-beta) peptide in yeast: Primary Screen. yeast expressing A-beta42, growth rescue, OD600, 48 h; response scale: 0% DMSO, 100% iron-clioquinol control. Potency, µM (doses to about 46.1 µM), for the others: at the top dose growth rescue, most hits filed as activators. 410,000 compounds, 0.063% hits; note: potency is the fitted concentration of half-maximal effect; nearly all actives have a fitted effect of over 55% in size
#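 Yeast A-beta toxicity model in growth medium with pinned compounds, 48 h at 30 C; growth read as absorbance at 600 nm. Normalized to FeCl3/clioquinol equimolar mix (positive) and DMSO (negative).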
# Mm-Cpn inhibitor = Inhibitors of TCP-1 ring complex (TRiC) of Methanococcus maripaludis (MmCpn): qHTS. Potency, µM (titrated, usually from 76.9 µM), for the others: at the top dose activity, negative = inhibition, most hits filed as inhibitors. purified Mm-Cpn ATPase, ADP Transcreener TR-FRET. 330,000 compounds, 0.031% hits. Chaperonin Mm-Cpn (Methanococcus maripaludis); note: potency is the fitted concentration of half-maximal effect; % is set by controls: 0 for no effect and ±100 for the full control effect; nearly all actives have a fitted effect of over 80% in size
#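 Eu-cryptate anti-ADP/ADP-d2 competition gives a ratio inversely related to ADP. Enzyme at 25 nM was pre-exposed to compound for 10 min, then given 10 uM ATP for 30 min, 37°C throughout.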
# FUS suppressor = qHTS for Suppressors of FUS Proteinopathy: Primary screen using FUS-linked yeast assay; 390,000 compounds, 0.24% hits; Potency, µM (doses to about 76.6 µM), for the others: at the highest dose growth rescue (activation), usual class: activators; S. cerevisiae FUS-expressing, growth rescue, OD600, 24 h;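 note: potency is the fitted concentration of half-maximal effect; plate controls were DMSO vehicle for no effect and reference control for full effect; nearly all actives have a fitted effect of over 55% in size; some results filed as inactive show a strong effect at the top dose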
#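 Restored growth of FUS-toxic S. cerevisiae, read as 600 nm absorbance after 24 h at 30C in galactose medium (starting OD 0.005). Controls CP55940 and DMSO.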
# PTHR1 ag = qHTS for PTHR1 Agonists: Primary Screen. Parathyroid hormone/parathyroid hormone-related peptide receptor (Homo sapiens), Q03431. HEK293 GP2 PTHR1 cells, GloSensor cAMP luminescence, 1 h. Potency, µM (series often up to 115 µM), for inactives: at the highest dose activation, hits mostly activators. 410,000 compounds, 0.075% hits. AID 743266, 2014; note: potency is the fitted concentration of half-maximal effect; nearly all actives have a fitted effect of over 55% in size; some results filed as inactive show a strong effect at the top dose; inactives centre near -15; many of its hits are not listed in these tables
# Target sequence (Q03431 whole entry, looked up): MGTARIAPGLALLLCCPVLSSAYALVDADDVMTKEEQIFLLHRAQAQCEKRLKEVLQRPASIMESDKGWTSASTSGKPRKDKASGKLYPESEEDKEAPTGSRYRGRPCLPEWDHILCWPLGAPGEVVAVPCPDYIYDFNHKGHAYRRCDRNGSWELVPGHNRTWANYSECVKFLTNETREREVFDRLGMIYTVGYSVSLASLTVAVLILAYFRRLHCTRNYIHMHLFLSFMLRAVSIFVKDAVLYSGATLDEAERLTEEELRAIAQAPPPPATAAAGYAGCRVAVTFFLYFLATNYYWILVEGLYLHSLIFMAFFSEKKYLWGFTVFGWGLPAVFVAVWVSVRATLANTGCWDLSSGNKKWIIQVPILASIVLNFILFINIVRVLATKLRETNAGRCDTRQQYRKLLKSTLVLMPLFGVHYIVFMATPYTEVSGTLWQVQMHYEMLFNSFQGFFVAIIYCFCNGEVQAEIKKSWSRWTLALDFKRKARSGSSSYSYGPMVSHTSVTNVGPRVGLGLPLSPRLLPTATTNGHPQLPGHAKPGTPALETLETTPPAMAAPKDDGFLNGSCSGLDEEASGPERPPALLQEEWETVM
#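 HEK-293-derived GP2 cells expressing PTHR1 and a GloSensor cAMP reporter, 3,000/well, plated overnight, given luciferin plus IBMX (each 0.5 mM as added) for 1 h at 37 °C, then compound for 1 h at 37 °C. Luminescence was read after 15 min at room temperature.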
# GLP1R inv ag = qHTS of GLP-1 Receptor Inverse Agonists (Inhibition Mode); Glucagon-like peptide 1 receptor (Homo sapiens), P43220; HEK293 GLP-1R CRE-luciferase, luminescence, 24 h; GLP-1R form is constitutively active; Potency, µM (highest dose often 38.3 µM), without a hit: at the top dose activity change, negative = inhibition, actives largely listed as inhibitors; 410,000 compounds, 1.6% hits; AID 624417, 2012; note: potency is the fitted concentration of half-maximal effect; % is set by controls: 0 for no effect and ±100 for the full control effect; nearly all actives have a fitted effect of over 55% in size
# Target sequence (P43220 whole entry, looked up): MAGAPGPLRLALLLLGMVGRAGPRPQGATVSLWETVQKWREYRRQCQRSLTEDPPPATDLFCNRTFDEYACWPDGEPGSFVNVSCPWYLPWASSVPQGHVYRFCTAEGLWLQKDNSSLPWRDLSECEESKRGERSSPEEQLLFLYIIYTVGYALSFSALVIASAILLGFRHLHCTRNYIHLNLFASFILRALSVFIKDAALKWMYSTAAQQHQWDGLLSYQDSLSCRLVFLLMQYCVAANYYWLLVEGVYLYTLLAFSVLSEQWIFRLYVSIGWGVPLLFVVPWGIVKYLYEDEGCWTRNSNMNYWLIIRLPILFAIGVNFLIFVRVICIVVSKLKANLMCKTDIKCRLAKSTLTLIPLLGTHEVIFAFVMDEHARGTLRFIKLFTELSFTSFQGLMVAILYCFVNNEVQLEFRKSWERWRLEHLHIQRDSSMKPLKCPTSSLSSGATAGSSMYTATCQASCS
#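 Stable HEK293 clone (constitutively active GLP-1R + cAMP-response luciferase); 200 cells/uL plated, 12 h pre-culture, compound 24 hr, 37 deg C/5% CO2; detection reagent 12 min RT; luminescence.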
# TDP-43 yeast inh = qHTS of TDP-43 Inhibitors. Potency, µM (doses to about 46.1 µM), inactives show at the top dose growth rescue (activation), actives largely listed as activators. 410,000 compounds, 1.8% hits. TDP-43 expressing yeast growth rescue, BacTiter-Glo, 24 h; note: potency is the fitted concentration of half-maximal effect; % of control where 0% means no effect; nearly all actives have a fitted effect of over 50% in size
#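 Yeast cells expressing TDP-43 under galactose induction are exposed to compounds for 24 hr at 30 deg C. BacTiter-Glo luminescence measures growth, so protective compounds score as activators.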
# HEK293 tox = qHTS of GLP-1 Receptor Inverse Agonists: Cytotox Screen. HEK293 cAMP-luciferase reporter cells, luminescence, 24 h. Potency, µM (series often up to 38.3 µM), without a hit: at the top dose activity change, negative = inhibition, actives largely listed as inhibitors. 410,000 compounds, 0.13% hits. AID 624418, 2012;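 note: loss of luciferase light is scored as toxicity; potency is the fitted concentration of half-maximal effect; % is set by controls: 0 for no effect and ±100 for the full control effect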
#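 Here, cytotoxicity is scored as loss of luminescence. The MLSMR collection was tested on cells seeded in medium containing 10% Nu serum, with a 24 hr compound exposure preceded by 12 hours of culture.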
# Akt phos inh = HTS Assay for Inhibitors of Akt Phophorylation: Primary Screen | AID 651550, 2012 | Neuro2A IGF-stimulated pAkt S473 HTRF, 20 min; active compounds read low | 360,000 compounds, 0.32% hits | activity change, % for hits at 50 µM; in the data active = activity change below about -80%; inconclusive = mostly about -51% to -80%; note: % is set by controls: 0 for no effect and ±100 for the full control effect
#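 Neuro2A cells (4,500/well, DMEM with 0.5% FBS) were treated with compound at a single 50 µM final concentration, stimulated with 6 nM IGF for 20 min at 37 °C, and lysed. Phospho-Akt Ser473 was read by HTRF as 665/615 ratio ×10^4.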
# aSyn yeast inh = qHTS of alpha-syn Inhibitors. Yeast expressing alpha-synuclein, growth rescue, BacTiter-Glo, 24 h. Potency, µM (titrated, usually from 46.1 µM), without a hit: at the top dose growth rescue (activation), hits mostly activators. 370,000 compounds, 0.14% hits. AID 652106, 2013; note: potency is the fitted concentration of half-maximal effect; % of control where 0% means no effect; nearly all actives have a fitted effect of over 65% in size
#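 Readout is rescue of growth in alpha-synuclein-expressing yeast, so inhibitors of toxicity appear as activators. Growth after 24 hr at 30 deg C in galactose medium is quantified by luminescence.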
# The depositor's hits bear a star; i = inactive; ? = inconclusive; . = no result given; [ ] = dose if it differs, or a comment. Unless noted, calls come from the whole dose curve; as a rule, active = well fitted curve in the direction sought with a large enough effect; inconclusive = small, poorly fitted or top-dose-only effect, or another doubt; inactive = no such curve, though single readings can be large; an effect the other way counts as inactive or inconclusive.
molecule	Abeta yeast res	Mm-Cpn inhibitor	FUS suppressor	PTHR1 ag	GLP1R inv ag	TDP-43 yeast inh	HEK293 tox	Akt phos inh	aSyn yeast inh
CCC1C(=O)N=C(SCC(=O)Nc2ccccc2)NC1=O (configuration not stated)	8%	0%	-2%	i	0%	3%	-9%	.	0%
Cc1cccc(C)c1NC(=O)c1cc(S(=O)(=O)N2CCCc3ccccc32)ccc1F	2%	.	?	-22%	3.2µM*	-1%	19%	.	.
Cc1ccc(O)c(-c2cc(C(=O)Nc3ccc(S(=O)(=O)N4CC(C)OC(C)C4)cc3)[nH]n2)c1 (configuration not stated)	-2%	2%	42%	-50%[inhibitor]	0%	15%	?	i	0%
OCc1ccc(-c2nn(Cc3ccccc3)c3ccccc23)o1	3%	-3%	34%	-8%	?	4%	-26%	i	4µM*
Nc1cc2ccncc2c2ccccc12	11%	-3%	-32%	-1%	?	-1%	-6%	i	0%
Cc1ccc(Cn2nnc3c(=O)[nH]c(C4CCN(S(=O)(=O)c5cc(C)ccc5C)CC4)nc32)cc1	-6%	0%	?	i	?	-3%	-7%	i	?
CC1(C(=O)NS(=O)(=O)C2CC2)CCN(C(=O)c2ccccc2OC(F)(F)F)C1 (configuration not stated)	-1%	.	-6%	11%	23%	-12%	5%	i	5%
O=C(c1cccs1)c1coc2ccc(O)cc12	-5%	-4%	27%	-27%	21%	14%	8%	i	7%
CC(Oc1cccc(Cl)c1)C(=O)Nc1ccc(S(=O)(=O)N(C)C2CCN(C)CC2)cc1 (configuration not stated)	2%	0%	.	-29%	?	2%	14%	i	8%
O=C(Nc1c(Br)cc2c(c1Br)Cc1ccccc1-2)C(Cl)Cl	-1%	.	.	i	9%	2%	-5%	i	0%
Cc1onc(-c2c(F)cccc2Cl)c1C(=O)Nc1ccccc1N1CCOCC1	1%	0%	40%	i	?	?	0%	i	-1%
COc1ccccc1N1CCN(S(=O)(=O)c2ccc(Br)s2)CC1	-14%	-1%	30%	i	-8%	-12%	7%	.	0%
CN1CCN(C(=O)c2ccccc2N(Cc2ccccc2)S(=O)(=O)c2ccccc2)CC1	0%	2%	12%	-25%[57.5 µM]	?	-22%	2%	i	-2%
CSc1nc(O)c(C2OC(=O)c3ccccc32)c(=O)[nH]1 (configuration not stated)	11%	0%	10%	i	8%	4%	-9%	i	-13%
Cn1c(NCCc2ccncc2)nc2cc(-c3cccc(C(F)(F)F)c3)sc2c1=O	4%	.	-4%	-7%	6%	?	1%	i	2%
Cc1cc(C)cc(N(C(=O)c2ccc(Br)o2)C2C=CS(=O)(=O)C2)c1 (configuration not stated)	11%	0%	-3%	14%	-1%	-10%	5%	i	0%
Cc1ccc(C)c(S(=O)(=O)NCC(=O)Nc2ccc3c(c2)OCO3)c1	9%	1%	.	i	-26%	28%	-1%	i	2%
Cc1nc(CS(=O)(=O)c2ccccn2)sc1C(=O)NNC(=O)c1ccc(Cl)cc1	1%	1%	16%	-23%	15%	-9%	-5%	i	2%
CN(C)CC/C=C1\c2cc(Cl)ccc2Sc2cc(F)c(F)cc21	-17%	.	-8%	i	?	10%	-11%	i	0%
CC(OC(=O)/C=C/c1ccccc1)C(=O)Nc1ccc(C(N)=O)cc1 (configuration not stated)	-11%	1%	?	6%	9%	-9%	0%	i	-3%[1.84 µM]
Cc1ccc(S(=O)(=O)c2nc(-c3ccco3)oc2SCC(=O)NCC2CCCO2)cc1 (configuration not stated)	8%	-1%	5%	0%[57.5 µM]	0%	-7%	2%	i	9%
O=C(COc1ccc(/C=N/NC(=O)c2cc3ccccc3o2)cc1Br)Nc1ccccc1	-3%	-2%	.	-12%	?	6%	?	i	0%
COc1ccc(NC(=O)Cn2c(=O)n(CCCC(=O)NCc3ccccc3Cl)c(=O)c3ccccc32)c(OC)c1	-13%	.	9%	0%	-6%	0%	-19%	.	.
CN(c1ccccc1)S(=O)(=O)c1ccc(Cl)c(C(=O)OCC(N)=O)c1	6%	0%	3%	i	6%	-15%	-13%	i	7%
CC1CCC2(CC1)NC(=O)N(CC(=O)c1ccc(CNC(=O)C(C)(C)C)s1)C2=O (configuration not stated)	7%	-2%	10%	-95%[inhibitor]	-3%	14%	1%	i	2%
COC(=O)c1c(-c2ccccc2)csc1NC(=O)c1c(-c2ccccc2)noc1C	9%	?	25%	i	?	14%	-6%[1.53 µM]	i	-1%
CCc1ccc(NC(=O)CSc2nc3c(sc4ccccc43)c(=O)n2CCCOC)cc1	-13%	.	-12%	i	-2%	0%	5%	.	.
O=C1CCc2cc(S(=O)(=O)Nc3cccc(F)c3)cc3c2N1CC3	5%	-4%	21%	i	1%	-23%	13%	i	3%
Cc1ccc2[nH]c3c(=O)n(CC(=O)NC(C)C)ncc3c2c1	-15%	.	-4%	-9%	-6%	-5%	-1%	.	.
CCOC(=S)SCc1cn2ccccc2n1	-10%	1%	2%	i	1%[7.66 µM]	-14%[9.22 µM]	-1%[7.66 µM]	i	-3%
COc1cccc(C(=O)N2c3ncnn3C3(CCCCC3)[C@@H]3CCCC[C@@H]32)c1	9%	.	16%	i	-10%	?	0%	.	.
COc1ccc(F)cc1-c1cc(C(=O)NCc2cccc(C(F)(F)F)c2)[nH]n1	?	.	7%	-43%[inhibitor]	?	16%	-9%	i	13%
COc1ccc(NC(=O)c2cc(-c3ccccn3)nc3c(C)cc(C)cc23)c(C)c1	0%	-1%	.	-21%	9%	13%	-8%	i	-1%
N#Cc1cn(Cc2cccc(Cl)c2)c2ccccc12	29%	-1%	.	i	0%	16µM*	11%	i	5%
CCC(=O)Nc1ccc(NC(=S)NC(=O)/C=C/c2ccccc2)cc1	7%	2%	.	-10%	21%	5%	-13%	i	-5%
Cc1ccc(C)n1-c1c(C(=O)NCCCN2CCN(c3ccc(F)cc3)CC2)sc2ncccc12	-12%	.	-2%	-12%	-28%	-6%	-3%	.	.
C=CCSc1nnc(Cc2c(C)[nH]c3ccccc23)o1	24%	2%	6%	i	1%	17%	-11%	i	13%
Cc1oc2cc(O)ccc2c(=O)c1-c1nncn1-c1ccccc1	-4%	-3%	?	i	-4%	-20%[9.22 µM]	205%[activator]	i	-3%
CN(C)c1ccc(/C=N/NC(=O)C2COc3ccccc3O2)o1 (configuration not stated)	2%	2%	.	-30%	-13%	19%	-23%	i	7%
CCC1(CC)NC(=O)N(CC(=O)N2CCN(S(=O)(=O)c3cccc(F)c3)CC2)C1=O	2%	-9%	.	i	7%	12%	12%	i	-2%

# Entries of single compounds, looked up by structure. Order of values: Abeta yeast res	Mm-Cpn inhibitor	FUS suppressor	PTHR1 ag	GLP1R inv ag	TDP-43 yeast inh	HEK293 tox	Akt phos inh	aSyn yeast inh
# `COC(=O)c1c(-c2ccccc2)csc1NC(=O)c1c(-c2ccccc2)noc1C` is entered as 9%	?	25%	i	?	14%	-6%[1.53 µM]	i	-1%
# `Cc1oc2cc(O)ccc2c(=O)c1-c1nncn1-c1ccccc1` is entered as -4%	-3%	?	i	-4%	-20%[9.22 µM]	205%[activator]	i	-3%

# The results go on.
molecule	Abeta yeast res	Mm-Cpn inhibitor	FUS suppressor	PTHR1 ag	GLP1R inv ag	TDP-43 yeast inh	HEK293 tox	Akt phos inh	aSyn yeast inh
COc1ccccc1CNC(=O)Nc1nc(C(N)C(C)C)cs1 (configuration not stated)	-10%	.	-7%	i	-13%	20%	6%	i	-5%
COc1ccc(CN(C)C(=O)c2sccc2-c2ccccc2)c(OC)c1	-11%	0%	21%	-16%	?	-3%	-4%	i	-2%
O=C(O)C1CC(=O)N(c2ccc(OCc3ccccc3)cc2)C1 (configuration not stated)	21%	-1%	11%	-10%[57.5 µM]	0%	-21%	-1%	i	3%
O=C(CNC(=O)c1ccc(Cl)cc1)NNC(=O)c1ccc(Br)cc1	14%	-1%	.	i	-9%	6%	-8%	i	4%
O=C(Cc1ccccc1)Nc1ccc(S(=O)(=O)N2CCCC2)cc1	-6%	1%	-1%	i	?	-2%	-12%	i	2%
Cc1ccc(S(=O)(=O)/N=C(/Nc2ccc(O)c(C(=O)O)c2)c2ccccc2)cc1	4%	-1%	-15%	-6%	0%	-1%	10%	i	-1%
CCOc1ccccc1NC(=O)CN(C)S(=O)(=O)c1cnc[nH]1	-11%	3%	-20%	-16%	-5%	-19%	-9%	i	-8%
CCC(c1nnnn1C(C)(C)CC)N1CCN(c2ccccc2F)CC1 (configuration not stated)	9%	-13%	-3%	i	1%	-9%	-15%	i	9%
COc1ccc(NC(=O)CN(C2CCCCC2)S(C)(=O)=O)cc1OC	0%	-1%	6%	i	2%	-3%	-5%	i	?
COc1ccc(N(CC(=O)NCCSCc2ccccc2Cl)S(C)(=O)=O)cc1Cl	17%	0%	37%	i	-21%	9%	-3%	i	1%

# Not all compounds are listed; count on the stated rates, not on these rows.
